# Rab7 wt GTP bind: modulators of GTP binding to Rab7, primary screen, biochemical, wildtype, multiplex bead flow cytometry; Rab7 GTPase wild type (dog), Bodipy-FL-GTP binding; GST-Rab7 beads, fluorescent GTP binding; actives lie on both sides; untreated = 100%, excess cold GTP = 0%; GTP binding activity (percent of control), % at 10 µM; AID 758, 2007; 190,000 compounds, 0.055% hits;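 active = fluorescent GTP binding to Rab7 beads changed by at least 20 points from the 100% baseline, either direction, mostly lower; inconclusive = compound itself probably fluorescent, or too few beads counted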;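 also: median green fluorescence of bound Bodipy-FL-GTP per Rab7 bead population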
# Cdc42 wt: modulators of GTP binding to wildtype Cdc42, primary screen, biochemical, multiplex bead flow cytometry, Bodipy-GTP; percent activity (GTP binding), % at 10 µM; 190,000 compounds, 0.2% hits; GST-Cdc42 beads; actives lie on both sides;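 active = percent activity GTP binding at least 20 points away from the 100% baseline, either down as inhibitor or up as activator; inconclusive = compound flagged as likely green fluorescent from well-wide comparison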;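 also: median bead fluorescence of bound Bodipy-FL-GTP at 100 nM; 0% = excess unlabeled GTP control and 100% = no compound control; below 100% means less GTP binding so inhibitor and above means activator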
# Target sequence (P60953 whole entry, looked up): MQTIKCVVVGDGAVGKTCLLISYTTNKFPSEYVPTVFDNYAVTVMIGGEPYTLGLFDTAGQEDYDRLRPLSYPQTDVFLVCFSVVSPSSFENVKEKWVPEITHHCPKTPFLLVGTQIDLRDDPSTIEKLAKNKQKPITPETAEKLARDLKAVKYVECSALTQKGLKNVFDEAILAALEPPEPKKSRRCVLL
# ABCB1 inh: ABCB1 efflux pump inhibitors, primary screen, cell-based, multiplex, flow cytometry, ABCG2 counter-screen; ATP-dependent translocase ABCB1 (Homo sapiens), P08183; inhibition, % at 6.6 µM; AID 1326, 2008; 190,000 compounds, 0.067% hits; CCRF-Adr cells, JC-1 efflux; in the data active = inhibition above about 40%;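 also: 0% = vehicle and 100% = reference inhibitor; higher value means more JC-1 retained so stronger ABCB1 efflux block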
# Rab2 wt GTP: modulators of GTP binding to Rab2A wildtype, primary screen, biochemical, dog, bead-based flow cytometry, multiplex | Ras-related protein Rab-2A (Canis lupus familiaris), P61105 | GST-Rab2 wt beads, Bodipy-GTP binding | GTP binding activity, % at 10 µM | 190,000 compounds, 0.19% hits;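 active = GTP binding activity at least 20 points away from 100%, either lowered or raised; inconclusive = signal likely due to the compound's own green fluorescence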;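 also: 0% = beads with excess unlabeled GTP and 100% = no-compound control corrected for plate trend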
# Pf gametocyte: late stage P. falciparum gametocyte viability inhibitors, primary screen, ATP luminescence, HTS; P. falciparum stage V gametocytes, 24 h; inhibition, % at 10.9 µM; 150,000 compounds, 0.065% hits; AID 743093, 2013;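 active = inhibition above the mean plus 3 SD of compounds within the control limits, set per campaign, cut at about 38% in these data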;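 also: 0% = DMSO wells and 100% = medium only without gametocytes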
# GSH fluor: compound fluorescence on glutathione beads, profiling panel, artefact control, biophysical, 488/530 nm, flow cytometry | GSH beads flow cytometry, compound fluorescence 488/530 nm; hits give high values | 190,000 compounds, 0.25% hits | fluorescence (KMESF) at 10 µM; in the data active = fluorescence above about 89;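 also: glutathione beads carrying GST-tagged Bcl family fusion proteins plus one bare bead set; values are compound well signal with DMSO vehicle wells as background; inactives centre near 16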
# Rac1 wt GTP bind: wildtype Rac1 GTP binding modulators, primary screen, biochemical, GST-Rac1 beads, flow cytometry, multiplex; 190,000 compounds, 0.27% hits; fluorescent GTP binding; actives lie on both sides; 0 = cold GTP competed, 100 = untreated; GTP binding activity (% of control), % at 10 µM;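 active = GTP binding activity at least 20 points away from the 100% control level, either lower or higher; inconclusive = compound flagged as likely green fluorescent, judged across all proteins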
# Rac1 act GTP bind: GTP binding modulators of activated mutant Rac1, primary screen, biochemical, bead-based flow cytometry, multiplex, fluorescent GTP | Ras-related C3 botulinum toxin substrate 1 (Homo sapiens), P63000 | GST-Rac1 activated beads; actives lie on both sides; 100% means binding = to untreated wells | percent activity (GTP binding), % at 10 µM | 190,000 compounds, 0.11% hits;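 active = GTP binding at least 20 percentage points away from the 100% baseline, in either direction, so actives lie on both sides; inconclusive = Compound likely fluorescent itself, or too few beads counted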
# HRas wt GTP bind: modulators of GTP binding to HRas wildtype, primary screen, biochemical, bead-based flow cytometry, multiplex. GTPase HRas (Homo sapiens), P01112. GST-Ras wt beads, Bodipy-FL-GTP binding; actives lie on both sides. GTP binding activity, % at 10 µM. 190,000 compounds, 0.14% hits. AID 759, 2007;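 active = GTP binding activity at least 20% away from the 100% baseline, either lowered as inhibitor or raised as activator; inconclusive = flagged as likely green fluorescent, judged across all proteins in the well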;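 also: 0% = unlabeled GTP competition control and 100% = no-compound control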
# Target sequence (P01112 whole entry, looked up): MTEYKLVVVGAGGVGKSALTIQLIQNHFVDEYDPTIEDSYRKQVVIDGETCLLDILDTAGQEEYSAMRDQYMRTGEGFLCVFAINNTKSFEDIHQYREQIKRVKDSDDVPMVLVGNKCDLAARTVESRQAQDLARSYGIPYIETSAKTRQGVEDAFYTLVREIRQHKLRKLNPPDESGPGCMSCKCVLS
# Avidin bead fluor: green autofluorescence of compounds with avidin beads – biophysical, 488/530 nm, flow cytometry, artefact control, profiling panel; compound fluorescence 488/530 nm; hits give high values; fluorescence (KMESF) at 10 µM; 220,000 compounds, 0.38% hits; in the data active = fluorescence above about 47; also: inactives centre near 10
# ABCG2 inh: ABCG2 efflux pump inhibitors, primary screen, multiplex with ABCB1, IgMXP3 cells, flow cytometry | inhibition, % at 6.6 µM | JC-1 efflux | AID 1325, 2008 | 190,000 compounds, 0.1% hits | Broad substrate specificity ATP-binding cassette transporter ABCG2 (Homo sapiens), Q9UNQ0;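 active = inhibition above 80%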;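 also: 0% = DMSO and 100% = nicardipine control wells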
# Target sequence (Q9UNQ0 whole entry, looked up): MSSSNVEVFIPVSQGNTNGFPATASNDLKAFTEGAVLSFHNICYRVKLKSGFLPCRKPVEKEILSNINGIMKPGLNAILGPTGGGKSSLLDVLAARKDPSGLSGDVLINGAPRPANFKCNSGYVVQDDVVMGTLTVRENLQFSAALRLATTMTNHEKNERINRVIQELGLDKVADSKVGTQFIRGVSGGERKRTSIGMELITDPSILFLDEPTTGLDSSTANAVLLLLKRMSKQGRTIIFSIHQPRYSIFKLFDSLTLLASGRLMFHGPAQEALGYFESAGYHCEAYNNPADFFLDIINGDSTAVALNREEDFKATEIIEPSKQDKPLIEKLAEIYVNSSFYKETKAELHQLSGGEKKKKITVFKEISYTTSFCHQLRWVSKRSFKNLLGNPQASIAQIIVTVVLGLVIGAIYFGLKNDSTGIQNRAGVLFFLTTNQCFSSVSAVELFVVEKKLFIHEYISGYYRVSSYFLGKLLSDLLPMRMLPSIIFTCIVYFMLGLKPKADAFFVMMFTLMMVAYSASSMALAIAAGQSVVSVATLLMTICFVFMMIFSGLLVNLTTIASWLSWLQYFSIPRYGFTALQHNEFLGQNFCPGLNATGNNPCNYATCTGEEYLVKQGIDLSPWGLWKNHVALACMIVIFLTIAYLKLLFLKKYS
#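 Test system: IgMXP3 cells (ABCG2) mixed with DDAO far-red-labelled CCRF-Adr cells (ABCB1). Reagent: JC-1 transporter substrate. Compound dosing: single test compound dose, 6.6 µM final. Times: 10 min compound exposure, 25 °C. Detection: flow cytometry of retained JC-1 fluorescence. Read-out basis: efflux inhibition in percent versus controls. Controls: nicardipine and DMSO wells.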
# Active calls of the source: *; ? = inconclusive; / = not tested or not shown.
SMILES,Rab7 wt GTP bind,Cdc42 wt,ABCB1 inh,Rab2 wt GTP,Pf gametocyte,GSH fluor,Rac1 wt GTP bind,Rac1 act GTP bind,HRas wt GTP bind,Avidin bead fluor,ABCG2 inh
CCOC(=O)c1c(CN(C)C)n(-c2ccccc2)c2cc(Br)c(O)cc12,96,97,1.0,95,10,19,98,95,97,6,5
CC1CCCCC1NC(=O)CSCC(=O)O (stereo not drawn),102,100,0.2,98,/,9,103,98,102,14,31
c1ccc2c(c1)COC(CNC1CCCCC1)OC2,98,102,1.4,98,-23,24,98,101,97,9,4
Cc1nc2cc(N3CCCCC3)c(NC(=O)c3ccncc3)cc2c(=O)n1Cc1ccc(Cl)cc1,94,100,1.6,101,/,16,102,98,100,30,4
CCN(CC)S(=O)(=O)c1ccc2c(c1)N(CC(=O)NCCc1ccc(S(N)(=O)=O)cc1)C(=O)CO2,99,98,0.3,96,6,15,100,95,98,9,2
O=C(CCn1nc(-c2ccc(Cl)cc2)ccc1=O)NCc1cccnc1,99,102,0.4,100,/,40,104,100,99,7,1
CCOC(=O)c1c(C)nc2c(c1-c1cc(OC)ccc1OC)C(=O)c1ccccc1-2,96,95,1.8,95,9,33,96,94,97,11,12
Nc1nonc1-c1noc(N2CCCCC2)n1,95,97,-0.1,100,2,20,97,100,99,10,0
CCc1cccc(OCCn2nc(C(=O)O)c3ccccc3c2=O)c1,92,92,0.3,92,3,11,93,92,91,20,3
COc1ccc(-c2nnn(Cc3nn[nH]n3)n2)cc1OC,103,107,0.1,103,12,280*,105,102,103,8,0
COc1cc(C(=O)Nc2ccncc2)cc(OC)c1OC,?,?,-2.0,?,4,24,?,?,?,6,0
Cc1ccc(S(=O)(=O)N2CCCC(C(=O)Nc3ccc(C(=O)O)cc3)C2)cc1Cl (stereo not drawn),99,98,0.2,97,-27,26,94,97,96,8,0
CCC(=O)N(CCCN(C)C)c1nc(-c2cc(OC)ccc2OC)cs1,98,98,1.1,98,21,34,106,97,99,12,22
COc1cc(C(=O)Nc2nc(-c3cccs3)cs2)cc(OC)c1OC,?,?,1.2,?,-9,18,?,?,?,9,2
COc1cc2ncnc(NCc3cccc(Cl)c3)c2cc1OC,95,99,-0.3,95,-1,10,99,95,97,3,4
Cc1sc(NC(=O)CCC(=O)O)c(C(N)=O)c1-c1ccccc1,98,98,-0.1,95,0,9,100,96,96,12,-3
Cc1c(CN2CCCC(C(=O)c3cccc(OC(C)C)c3)C2)c(=O)n(-c2ccccc2)n1C (stereo not drawn),96,97,0.2,96,-16,22,97,95,95,9,0
O=C(COc1ccc(F)cc1)NC1CC1,99,106,2.7,101,/,30,106,100,103,14,2
Cc1cccc(-n2c(-c3ccncc3)n[nH]c2=S)c1,91,93,0.3,93,/,19,98,96,94,20,0
Cc1ccc2c(c1)N(CC(=O)N1CCCc3ccccc31)C(=O)C(C)O2 (stereo not drawn),96,102,1.3,102,/,26,101,100,99,29,7
Cc1ccc2c3c(cccc13)-c1ccccc1C2=O,95,89,-0.6,93,-8,7,93,94,92,15,-3
COc1ccc(C2(O)CCN(Cc3nnnn3Cc3ccc(F)cc3)CC2)cc1,97,97,0.0,95,4,37,101,96,98,8,0
COc1ccccc1CNC(=O)CSc1ccc(-c2ccccn2)nn1,95,97,0.2,93,13,25,97,95,94,27,0
COc1ccc(C(CC(=O)O)NC(=O)Cc2ccccc2)cc1OC (stereo not drawn),101,101,0.3,98,0,29,105,96,97,11,0
CC1CN(C2CCN(S(=O)(=O)c3ccccc3)CC2)CC(C)O1 (stereo not drawn),95,104,1.2,103,-2,70,105,101,100,6,3
Cc1ccc(C(=O)Nc2nc3ccccc3n3nnnc23)cc1,97,105,0.3,103,-21,65,100,101,104,13,2
COc1ccccc1N(C)S(=O)(=O)c1ccc(C(=O)OCC(=O)Nc2cc(C)on2)cc1,94,98,0.1,98,/,11,96,96,96,9,0
CCCCC(c1nnnn1CCOC)N1CCN(C(=O)c2ccco2)CC1 (stereo not drawn),97,98,0.5,99,/,20,99,96,96,23,-2
Cc1ccc(-c2nn(-c3ccccc3)cc2/C=N/NC(=O)c2ccc(Br)o2)cc1,97,99,0.7,98,-20,26,100,97,100,9,8
CC(C)N1CCC(N2CCN(Cc3ccc(C#CC(C)(C)O)s3)CC2CCO)CC1 (stereo not drawn),92,91,-0.5,95,-13,18,94,95,92,134*,-2
CC(C)c1cc(C(=O)NCc2cccnc2)no1,101,102,0.3,99,/,10,107,100,102,19,1
CC1(O)CC(=O)N(c2ccccc2)O1 (stereo not drawn),?,?,0.0,?,-19,20,?,?,?,17,0
COCCNC(=O)Cn1c(=O)n(CCC(=O)NCCc2ccccc2)c(=O)c2ccccc21,99,103,-1.2,99,-8,19,109,101,100,4,-2
Cc1ccc(Oc2ncccc2CO)cc1,110,100,0.2,101,-10,10,102,98,100,24,0
COc1ccc(C(=O)Nc2ccc(S(=O)(=O)N3CCc4ccccc43)cc2)cc1,100,98,-0.3,99,6,17,102,97,100,21,0
C/C(=N\NC(=O)C1CCCN(S(=O)(=O)c2ccccc2)C1)c1ccncc1 (stereo not drawn),96,96,0.2,96,/,18,94,93,98,31,0
COC(=O)c1ccc(C)c(NC(=O)Cn2cnc3ccccc3c2=O)c1,101,101,0.1,102,/,16,105,103,100,7,2
CC1=CC2=NCC(O)CN2C=C1 (stereo not drawn),99,100,-0.9,98,-16,36,101,98,99,12,13
CS(=O)(=O)Nc1ccc(N2CCCCC2)c(Cl)c1,97,102,0.5,101,/,24,102,97,97,10,2
Cn1c(=O)[nH]c(=O)c2c1nc(NCCCn1ccnc1)n2Cc1ccccc1,101,103,0.2,100,-40,13,101,101,101,43,0
COc1ccc(NC(=O)CSc2ncnc3c2cnn3Cc2ccccc2)cc1,100,95,0.7,96,/,17,100,99,97,6,3
C=CCNC(=O)/C(C#N)=C/c1ccc(C(=O)O)cc1,101,95,0.6,96,/,21,102,96,100,10,1
COc1cccc(CN2CCN(CC(=O)Nc3ccccc3Cl)CC2)c1,94,99,0.2,97,/,4,98,96,98,8,0
O=C(COC(=O)c1n[nH]c2ccccc12)NCc1ccccc1,?,?,0.2,?,-7,4,?,?,?,16,3
C#CCNC(=O)C1=C[C@@H](c2csc3ccccc23)C[C@@H](OCc2ccc(CO)cc2)O1,101,97,1.7,97,/,18,99,99,98,6,12
CCN(CC)S(=O)(=O)c1cccc2nsnc12,100,101,0.8,99,8,25,102,100,100,15,7
CCN(CC)CCNC(=O)CS(=O)Cc1nc(-c2ccccc2Cl)oc1C (stereo not drawn),99,104,0.3,100,-5,5,100,97,102,16,1
CCc1cccc(CC)c1NC(=O)COC(=O)c1ccc2c(c1)S(=O)(=O)c1ccccc1C2=O,98,103,0.7,97,/,16,101,98,98,5,9
Cc1ccc(C)c(NC(=O)c2sc(Cl)nc2C)c1,96,98,0.0,94,18,5,103,100,97,12,1
CCOC(=O)c1c(C)[nH]c(C(=O)COC(=O)CNC(=O)c2ccccc2Cl)c1C,99,103,0.7,99,13,17,106,100,102,14,4
# Next part:
SMILES,Rab7 wt GTP bind,Cdc42 wt,ABCB1 inh,Rab2 wt GTP,Pf gametocyte,GSH fluor,Rac1 wt GTP bind,Rac1 act GTP bind,HRas wt GTP bind,Avidin bead fluor,ABCG2 inh
CC(=O)CC(C)(C)n1nnc(-c2ccccc2)n1,100,102,0.5,101,/,48,101,99,102,32,2
Cc1ccc(C(=O)CSc2nnc(-c3ccccc3N)n2C)cc1C,100,101,0.5,97,/,15,103,97,101,22,2
O=c1c2ccccc2oc2nc(C3CCCCC3)n(Cc3ccco3)c(=O)c12,101,101,1.9,103,-7,22,104,99,103,5,3
CCOC(=O)c1cc(-c2ccc(OC)cc2OC)nn1-c1ccc(C(=O)O)cc1,104,96,0.5,97,7,25,101,94,100,14,1
O=C1CCC(C(=O)NCc2ccc3c(c2)OCO3)N1 (stereo not drawn),105,99,0.9,99,9,12,99,97,98,10,1
COc1ccc(CNC(=O)c2ccc(NC(=O)CC3SC(N4CCCC4)=NC3=O)cc2)cc1 (stereo not drawn),99,103,0.1,99,-18,33,102,98,102,10,0
O=C(Nc1ccc(Cl)cn1)Nc1ccccc1F,100,100,-0.1,100,/,28,103,98,100,5,2
Oc1ccccc1-c1cc(-c2ccc3c(c2)OCCO3)n[nH]1,94,99,0.6,99,/,45,101,99,99,4,7
Cc1cccn2c(=O)c3cc(C(=O)NCCCn4ccnc4)n(C)c3nc12,99,103,-0.3,99,9,15,103,98,99,12,3
Nc1c(-c2ccccc2)c(CSc2nc3ccccc3[nH]2)nn1-c1cccc(C(=O)O)c1,101,94,0.4,94,-9,11,95,91,95,21,2
O=C1c2sc3nc4n(c(=O)c3c2CCC1Br)CCCCC4 (stereo not drawn),92,95,0.4,92,/,15,92,93,95,7,1
O=C(CSc1nnc(Cc2cc(=O)[nH]c(=O)[nH]2)n1-c1ccccc1)NCC1CCCO1 (stereo not drawn),101,96,1.9,99,/,34,100,97,96,16,1
CCCCn1c(=O)[nH]c(=O)c2c1nc(-c1ccc(C)c([N+](=O)[O-])c1)n2CC,91,93,1.1,94,-11,20,91,95,93,6,5
NC(N)=NC(N)=Nc1ccc(SC(F)(F)F)cc1,101,101,0.7,100,/,11,102,102,104,2,6
CCn1nc(C(=O)Nc2cccc(C(F)(F)F)c2)c(Cl)c1Cl,99,100,0.3,100,16,58,104,102,99,8,3
Cc1ccc(N2CC(C(=O)Nc3c(C)n(C)n(-c4ccccc4)c3=O)CC2=O)cc1 (stereo not drawn),104,95,0.1,98,-10,11,98,94,99,25,0
O=C(NCCN1CCOCC1)C1CCN(c2ncnc3c2sc2cccc(F)c23)CC1,102,101,0.4,97,/,27,104,98,100,6,3
